MEP2 TOR yeast: modulators of TOR pathway MEP2-GFP in S. cerevisiae | hit rate 0.51% among 330,000 | S. cerevisiae MEP2-GFP strain, flow cytometry GFP, 3 h; 100% = DMSO control level | GFP response vs DMSO, % at 10 µM;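 active = GFP response versus DMSO above a set limit, roughly screen mean plus 3 SD, cut at about 180% in these data; inconclusive = fewer than 70 cells counted for a yeast strain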;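 note: median GFP fluorescence of the barcode-gated MEP2-GFP cells per well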
LAP4-GFP MLPCN: alters LAP4-GFP fluorescence in TOR pathway yeast screen; S. cerevisiae LAP4-GFP multiplex, flow cytometry GFP, 3 h; median GFP as percent of DMSO wells; GFP response vs DMSO, % at 10 µM; hit rate 0.34% among 320,000; AID 2023;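 active = GFP response vs DMSO above a set limit, about the screen mean plus 3 SD, cut at about 150% in these data; inconclusive = under 70 cell events counted for the yeast strain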
EBNA-1 inh: blocks EBNA-1 binding to DNA; inhibition, % at 14.8 µM; EBNA-1 DNA binding, fluorescence polarization; hit rate 0.34% among 300,000; in the data active = inhibition above about 28%
procasp7 counter: counter-screen: procaspase-7 (human) activation. P55210. recombinant procaspase-7, Ac-DEVD-pNA absorbance 405 nm; D23A/D198A/D206A triple mutant, cannot self-cleave; scale: DMSO 0, 5 µM enzyme 100. activation, % at 8.5 µM. hit rate 0.093% among 330,000;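 active = percent activation above the screen-wide mean plus 3 SD, cut at about 25% in these data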
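Assay system: Uncleavable procaspase-7 mutant enzyme | Input: 2 µM procaspase-7 mutant as dispensed | Timing: 1 h compound preincubation, 2 h substrate cleavage, 25 °C | Repeats: One well per compound | Control set: DMSO wells as 0%, DMSO with 5 µM added PC-7 as 100% | Technique: Epi-absorbance of released pNA at 405 nm, two timepoints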
proCasp3 act: activates human procaspase-3 | recombinant procaspase-3 D3A, Ac-DEVD-pNA absorbance 405 nm | P42574 | hit rate 0.11% among 330,000 | activation, % at 8.5 µM;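 active = activation above the mean of all tested compounds plus 3 SD, cut at about 21% in these data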;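 note: 0% = DMSO alone and 100% = DMSO wells spiked with extra 5 µM PC-3 D3A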
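assay system = Procaspase-3 D3A mutant | signal = absorbance at 405 nm, 0 and 120 min | times = 1 h preincubation plus 2 h reaction at 25 °C | repeats = single replicate | read-out = % activation between DMSO and enzyme-spiked controls | medium = Zinc-free HEPES saline buffer with Triton X-100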
AHR act: human AHR activation; AHR-responsive luciferase reporter cells, luminescence; hit rate 2.5% among 320,000; activation, % at 5 µM; P35869; in the data active = activation above about 47%;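 note: 0% = vehicle wells and 100% = reference agonist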
RPL19A TOR yeast: alters RPL19A-GFP fluorescence in TOR pathway yeast screen; S. cerevisiae RPL19A-GFP strain, flow cytometry, 3 h; stronger effect = lower value; percent response vs DMSO, % at 10 µM; hit rate 0.3% among 330,000; AID 2025;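 active = percent response vs DMSO below 50%; inconclusive = fewer than 70 events counted for the yeast strain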;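 note: median channel GFP fluorescence of the barcoded RPL19A-GFP strain; ratio of sample median GFP to plate DMSO average so 100% = DMSO; lower means less RPL19A-GFP as with rapamycin TOR inhibition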
ZTA DNA inh: ZTA (EBV) inhibition in EBNA-1 counter-screen | P03206 | ZTA-DNA binding, fluorescence polarization | inhibition, % at 11 µM | hit rate 0.15% among 320,000 | AID 2234; in the data active = inhibition above about 33%
* marks the source's active call; other numbers are inactive results; ? = inconclusive; . = no result given; [ ] = another dose, or the depositor's remark.

Under each structure: MEP2 TOR yeast	LAP4-GFP MLPCN	EBNA-1 inh	procasp7 counter	proCasp3 act	AHR act	RPL19A TOR yeast	ZTA DNA inh
- Cc1nn(C(C)C(=O)N/N=C/c2ccc(N(C)C)cc2)c(C)c1[N+](=O)[O-] (stereo not given)
  98	100	0	-8	6	12	88	1
- Cc1c(CCC(=O)NCCCN2CCCC2=O)c(=O)oc2c(C)c(O)ccc12
  108	113	-10	26*	28*	-1	103	-17
- CN(C(=O)c1ccc(S(=O)(=O)N2CCCC2)cc1)C1CCS(=O)(=O)C1 (stereo not given)
  102	102	-6	-2	-10	-1	104	-9
- CCOC(=O)c1nnc2cc(-c3ccccc3)nn2c1C
  128	119	8	3	3	-3	98	-4
- Cc1cccc(C(=O)NC2CCCc3ccccc32)c1 (stereo not given)
  102	105	-23	7	-4	6	100	0
- COc1cc2c(cc1OC)C(c1cc(OC)c(OC)cc1[N+](=O)[O-])N(C(C)=O)CC2 (stereo not given)
  105	101	8	-3	-15	2	101	15
- COc1cc(-c2cc(C(=O)OCC(=O)NC3CC3)c3ccccc3n2)cc(OC)c1OC
  95	86	.	-3	3	9	99	.
- Cc1nn(-c2ccccc2)c(C)c1NC(=O)COc1ccc2ccccc2c1
  78	93	-10	-5	6	-1	100	-10
- CCCCN1C(N)=NC[C@@H]1C(C)O (stereo not given in full)
  92	98	-3	3	-6	2	93	-10
- O=C(NCCc1ccccn1)c1c(-c2ccsc2)sc2ccccc12
  100	108	.	9	7	128*	105	.
- CC(C)N1C(=O)CN(C2CCCCCC2)C(=O)C1c1ccccc1F (stereo not given)
  110	112	1	2	5	4	111	-8
- O=C(CCn1nnnc1CN1CCOCC1)N1CCC(c2cccc(Cl)c2)C1 (stereo not given)
  99	96	6	-2	12	3	102	18
- Cc1cccc(C(=O)OCC(=O)Nc2c(C)n(C)n(-c3ccccc3)c2=O)c1
  103	104	.	-2	9	-1	96	-9
- COc1cccc(NC(=O)Cn2nnc(C(=O)NCc3cccs3)c2N)c1
  100	91	-9	8	4	0	94	-2
- Cc1ccc(-n2c(=O)cc(N3CCc4ccccc4C3)[nH]c2=O)cc1
  94	92	4	-1	-1	2	91	-2
- Cc1nc(C)c(C(=O)N2CCCC(C(=O)c3cc(F)ccc3F)C2)s1 (stereo not given)
  101	73	5	-2	1	-1	100	-10
- COc1ccc(Oc2ccc(NC(=O)c3ccccc3C)cc2)cc1
  105	106	-1	12	1	-2	102	0
- CCC(C)(C)n1nnnc1C(c1cc2cc(OC)ccc2[nH]c1=O)N1CCc2ccccc21 (stereo not given)
  97	105	3	1	1	3	95	10
- Cc1oc(-c2ccc(Cl)cc2)nc1CS(=O)CC(=O)NCCCN1CCN(Cc2ccccc2)CC1 (stereo not given)
  95	96	12	-3	-1	-6	93	6
- C=CCN1/C(=C2/SC(=S)N(C)C2=O)Sc2ccccc21
  107	104	13	4	-12	3	99	4

Looked up above.
procasp7 counter, CN(C(=O)c1ccc(S(=O)(=O)N2CCCC2)cc1)C1CCS(=O)(=O)C1 (stereo not given) : -2
ZTA DNA inh, CC(C)N1C(=O)CN(C2CCCCCC2)C(=O)C1c1ccccc1F (stereo not given) : -8
proCasp3 act, Cc1oc(-c2ccc(Cl)cc2)nc1CS(=O)CC(=O)NCCCN1CCN(Cc2ccccc2)CC1 (stereo not given) : -1

Next part:
Under each structure: MEP2 TOR yeast	LAP4-GFP MLPCN	EBNA-1 inh	procasp7 counter	proCasp3 act	AHR act	RPL19A TOR yeast	ZTA DNA inh
- COc1ccc(NC(=O)c2ccccc2NC(=O)c2ccco2)cc1
  88	91	2	9	1	63*	103	3
- O=C(NCc1ccccc1)c1ccc(N2CCC3(CC2)CC(c2ccc(Cl)cc2)=NO3)c([N+](=O)[O-])c1
  89	112	8	2	5	5	91	5
- COc1cc(CC(NC(C)=O)C(=O)NC2CCN(C(=O)c3cc(OC)c(OC)c(OC)c3)CC2)cc(OC)c1 (stereo not given)
  102	98	4	0	-2	0	99	0
- O=S(=O)(Nc1nc(-c2ccccc2)cs1)c1cc(Cl)ccc1Cl
  142	87	31*	-9	-5	2	96	21
- Cc1scc(C(=O)N/N=C/c2ccc(Cl)s2)c1C
  101	102	2	3	11	4	102	7
- Cc1ccc(NC(=O)c2nc[nH]c2C(=O)N[C@H](C)c2ccccc2)cc1
  91	94	.	11	-2	21	97	12
- O=C1c2ccsc2SCCN1Cc1cccc(F)c1
  105	95	7	2	3	2	103	2
- CCOc1cc(N2CCOCC2)c(OCC)cc1NC(=O)c1ccccc1
  107	105	2	4	0	2	119	4
- CCOC(=O)/C(=N\Nc1ccccc1Cl)N(C)C1CCCCC1
  105	91	2	-4	1	1	112	21
- CC(=O)c1cccc(OCc2cc(C(=O)NCc3nc(C)c(C)s3)no2)c1
  78	69	-9	4	-4	12	88	-10
- Cc1noc(C)c1CSc1ccc2ccccc2n1
  100	110	-32	7	-7	-11	92	-5
- O=c1[nH]c([N+](=O)[O-])nn1C(c1ccccc1)c1ccccc1
  107	.	1	0	0	1	96	5
- Cc1ccc(C(=O)N/C(=C\c2cccc([N+](=O)[O-])c2)C(=O)OCN2C(=O)c3ccccc3C2=O)cc1
  98	89	8	7	2	-3	98	8
- CCCS(=O)(=O)N1CCCC(C(=O)NC2CCCC(C)C2C)C1 (stereo not given)
  101	93	-4	2	5	2	97	6
- Cc1cc(C)c(NC(=O)NC(=O)c2ccc(F)cc2)c(C)n1
  107	101	-2	-4	9	0	102	-4
- NNC(=O)Cc1cn(-c2ncc(C(F)(F)F)cc2Cl)c2ccccc12
  105	99	-7	4	0	8	98	-7
- O=C(NNC(=O)C12CC3CC(CC(C3)C1)C2)c1ccncc1
  84	88	-8	4	-7	2	94	-3
- Cc1cc(C(=O)N/N=C/c2ccc(-c3cccc(Br)c3)o2)n[nH]1
  104	108	35*	-8	-8	10	96	-1
- Cc1[nH]c(C)c(S(=O)(=O)N2c3ccccc3CC2C)c1C(=O)N1CCCCC1 (stereo not given)
  104	100	-2	1	-3	-2	97	-10
- O=C(NC(=S)NC1CCSC1=O)c1ccccc1 (stereo not given)
  104	95	-6	-22	-6	1	107	-7

Entries of single compounds, looked up by structure:
CCOC(=O)/C(=N\Nc1ccccc1Cl)N(C)C1CCCCC1 across the screens: MEP2 TOR yeast = 105; LAP4-GFP MLPCN = 91; EBNA-1 inh = 2; procasp7 counter = -4; proCasp3 act = 1; AHR act = 1; RPL19A TOR yeast = 112; ZTA DNA inh = 21
Cc1ccc(NC(=O)c2nc[nH]c2C(=O)N[C@H](C)c2ccccc2)cc1 across the screens: MEP2 TOR yeast = 91; LAP4-GFP MLPCN = 94; EBNA-1 inh = .; procasp7 counter = 11; proCasp3 act = -2; AHR act = 21; RPL19A TOR yeast = 97; ZTA DNA inh = 12

(more compounds)
Under each structure: MEP2 TOR yeast	LAP4-GFP MLPCN	EBNA-1 inh	procasp7 counter	proCasp3 act	AHR act	RPL19A TOR yeast	ZTA DNA inh
- CCOC(=O)Cc1csc(N/N=C\c2ccccc2OC)n1
  105	100	8	-5	1	51*	104	5
- COc1ccc(CNC(=O)Cn2cccc2C(=O)c2ccccc2C)cc1
  103	105	-7	12	-1	8	100	6
- CCN1CCN(c2ccc(S(=O)(=O)N3CCCCC3)cc2NC(=O)Cc2ccccc2)CC1
  101	105	-1	6	5	0	99	10
- O=C(NC(NC(=S)Nc1ccccc1C(=O)O)C(Cl)(Cl)Cl)c1ccccc1 (stereo not given)
  107	99	6	-13	-17	3	109	16
- CC1CCCCN1CC(O)COCc1ccc(Cl)cc1 (stereo not given)
  ?	?	-5	-7	4	-1	?	-3
- COc1cccc(/C=C/C(=O)OCC(=O)c2c(N)n(C)c(=O)n(C)c2=O)c1
  95	97	.	-4	-1	3	97	-8
- O=C(O)/C=C/C(=O)Nc1ccc(S(=O)(=O)N2CCCC2)cc1
  102	99	-14	-2	-4	3	98	-11
- Cc1ccc(-c2csc(NS(=O)(=O)c3cccc(F)c3)n2)o1
  114	120	.	-20	-14	7	103	.
- COc1ccc(Nc2ncccc2C(=O)Nc2ccccc2)cc1
  102	105	-14	3	2	15	100	-1
- Cc1ccc(COc2ccc3c(c2)OCO3)cc1
  96	105	-2	-6	-1	6	91	-6
- CN(CC(=O)Nn1cnnc1)S(=O)(=O)c1ccccc1
  104	109	1	0	11	-1	100	2
- COc1ccc(C2=NOC(c3nnc(-c4ccccc4)o3)C2)cc1 (stereo not given)
  86	123	14	8	2	3	96	7
- COc1ccc(C(=O)N2CCNC(=O)C2CC(=O)Nc2cc(Cl)ccc2OC)cc1 (stereo not given)
  105	103	3	-5	-1	-1	106	9
- CC(C)NC(=O)NC(=O)COC(=O)c1cccc(S(=O)(=O)N2CCCCC2)c1
  105	97	0	-1	-2	1	102	2
- O=C(COc1ccccc1)Nc1cc2c3c(c1)CC(=O)N3CCC2
  102	100	1	10	2	8	101	-1
- c1cncc(C(c2nnnn2C2CCCCC2)N2CCCCC2)c1 (stereo not given)
  133[may fluoresce violet]	82[may fluoresce violet]	-14	-2	-3	2	64[may fluoresce violet]	-14
- COc1ccc(NC(=O)C2CCN(S(=O)(=O)c3c(C)nn(C)c3C)CC2)cc1
  108	108	-1	-2	6	0	97	3
- O=C(O)c1cc(NN=C2CCN(Cc3ccccc3)CC2)ccc1Cl
  98	105	-1	-5	-2	15	100	6
- CCN(CC)C(=O)COc1cc(C)c(Cl)c(C)c1
  103	99	-2	7	-9	-1	95	-6
- CN1CCN(c2ccc(NC(=O)c3ccc(Cl)cc3)cn2)CC1
  92	91	-12	3	6	9	96	-14
- COc1ccccc1N1CCN(c2cc(N3CCCC3)nc(C)n2)CC1
  103	103	-14	3	-5	0	100	-2
- O=C(NC1CCCC1)C1CCCN1C(=O)Nc1ccccc1 (stereo not given)
  100	100	10	3	-3	1	100	-5
- Cc1cc(S(=O)(=O)Nc2ccc(C(=O)NCCCN3CCOCC3)cc2)ccc1F
  98	101	-13	8	1	-1	94	-12
- NC(=O)c1sc2nc3c(c(-c4ccco4)c2c1N)CCCC3
  104	113	2	-14	1	1	99	-5
- O=C(COC(=O)c1cccnc1Nc1cccc(C(F)(F)F)c1)NCCN1C(=O)CSC1=O
  104	99	-5	4	3	2	98	1
- COC(=O)C1=C(C)N(c2ccc(OC)c(OC)c2)C(=O)C1
  94	95	6	-11	-11	2	95	-4
- CCOC(=O)Cn1c(C)[n+](C)c2cc(Cl)c(Cl)cc21
  100	96	3	-5	0	2	99	3
- Nn1c(Nc2ccccc2)nc2sc3c(c2c1=O)CCCC3
  98	99	-16	9	0	1	98	16
- Cc1ccc2c(c1)Oc1ccccc1C=C2C(=O)O
  95	109	4	4	2	0	98	7
- C/C(=N\NC(=O)c1cccc([N+](=O)[O-])c1)c1cccc(NC(=O)C2CC2)c1
  105	88	4	-10	5	17	101	-4
- O=C(NC1CC2CCCC(C1)N2C(=O)Nc1ccccc1)c1ccccc1 (stereo not given)
  100	92	9	-6	7	1	95	13
- C=CCOC(=O)CC(NC(=O)c1ccccc1)c1ccccc1 (stereo not given)
  102	119	9	5	-7	1	103	8
- CCOC(=O)Cn1nnnc1C(CC)N(Cc1cccs1)Cc1cc2cc(C)ccc2[nH]c1=O (stereo not given)
  102	95	-1	-1	3	8	100	9
- Cc1cccc2cc(C3CC(c4cccs4)=NN3S(C)(=O)=O)c(Cl)nc12 (stereo not given)
  94	94	3	7	4	1	88	-1
- CCN(CC)C(=O)Cn1cc(/C=C(\C#N)C(=O)NC2CC2)c2ccccc21
  98	95	-10	-1	4	4	103	-2
- Cc1c2cnn(-c3ccccc3)c(=O)c2c(C)n1CCCC(=O)NCCN1CCN(C)CC1
  108	109	1	4	2	2	116	-7
- CC(=O)N1CCc2cc(Br)cc(S(=O)(=O)NCC3CCCO3)c21 (stereo not given)
  102	99	-6	-11	-9	2	101	-35

Compound activity from PubChem BioAssay.
